Screens as filed in PubChem BioAssay.
Efa HMGR inh = blocks class II HMG-CoA reductase of Enterococcus faecalis | inhibition, % at 10 µM | hit rate 0.41% among 190,000 | purified E. faecalis HMGR, NADPH absorbance 340 nm kinetic | AID 1066;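 active = inhibition above a set limit, the median over all tested compounds plus 3 SD, cut at about 9.5% in these data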;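 note: enzyme runs in reverse so mevalonate oxidation gives rising NADPH absorbance; 0% = complete reaction with DMSO and 100% = background rate lacking mevalonate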
SRC2 TRFRET art = flags TR-FRET format artefacts in PPARgamma SRC-2 recruitment agonist screen; TR-FRET artefact counter-screen; hits give high values; TR-FRET ratio at 8 µM; hit rate 0.4% among 200,000; AID 1049; in the data active = TR-FRET ratio above about 2000; note: inactives centre near 1500
bIAP inhibitor = blocks bovine intestinal alkaline phosphatase activity | purified bovine IAP, CDP-star luminescence, 30 min | inhibition, % at 20 µM | 190,000 tested, under 10 active | AID 1019;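 active = over 50% inhibition of intestinal alkaline phosphatase at 20 µM in the single-dose screen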
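System: Purified bovine intestinal alkaline phosphatase (IAP) enzyme | Input: IAP diluted 1/65,000,000 in the well | Also added: CDP-star chemiluminescent phosphatase substrate, 30 µM final | Dosing: 20 µM single dose | Times: Enzyme reaction for 30 min at room temperature | Detection: Luminescence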
PPARg SRC1 recr = agonists of human PPARgamma SRC-1 coactivator recruitment; P37231; PPARgamma-SRC-1 coactivator recruitment biochemical assay; activation, % at 8 µM; hit rate 0.41% among 200,000; in the data active = activation above about 19%;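 note: 0% = DMSO and 100% = reference agonist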
Target sequence (P37231 whole entry, looked up): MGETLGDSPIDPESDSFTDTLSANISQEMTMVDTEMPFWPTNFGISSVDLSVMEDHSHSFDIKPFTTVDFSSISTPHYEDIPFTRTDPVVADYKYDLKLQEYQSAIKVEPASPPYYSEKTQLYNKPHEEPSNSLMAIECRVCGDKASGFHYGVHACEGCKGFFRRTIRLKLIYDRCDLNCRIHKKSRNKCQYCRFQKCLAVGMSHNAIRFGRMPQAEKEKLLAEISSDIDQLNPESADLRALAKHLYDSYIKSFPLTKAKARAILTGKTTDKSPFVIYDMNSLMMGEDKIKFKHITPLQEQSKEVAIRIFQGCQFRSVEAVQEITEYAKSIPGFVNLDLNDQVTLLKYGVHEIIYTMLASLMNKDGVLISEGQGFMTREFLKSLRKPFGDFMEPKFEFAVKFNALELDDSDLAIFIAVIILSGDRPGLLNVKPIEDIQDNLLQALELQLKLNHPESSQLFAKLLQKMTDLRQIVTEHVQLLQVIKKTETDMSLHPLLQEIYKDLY
PPARg SRC-2 ag = promotes SRC-2 coactivator recruitment by human PPARgamma. P37231. PPARgamma LBD-SRC-2 recruitment, biochemical. activation, % at 8 µM. hit rate 0.34% among 200,000; in the data active = activation above about 22%;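 note: 0% = vehicle and 100% = reference agonist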
TNAP inh hiacc = blocks human TNAP under high phosphate acceptor concentration; P05186; AID 1135; inhibition, % at 20 µM; purified TNAP, CDP-star luminescence, 1 M DEA; hit rate 0.03% among 200,000;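 active = over 50% inhibition of tissue-nonspecific alkaline phosphatase at 20 µM in the single-dose screen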;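 note: plate controls were DMSO wells for no effect and EDTA-quenched wells as full inhibition for full effect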
Target sequence (P05186 whole entry, looked up): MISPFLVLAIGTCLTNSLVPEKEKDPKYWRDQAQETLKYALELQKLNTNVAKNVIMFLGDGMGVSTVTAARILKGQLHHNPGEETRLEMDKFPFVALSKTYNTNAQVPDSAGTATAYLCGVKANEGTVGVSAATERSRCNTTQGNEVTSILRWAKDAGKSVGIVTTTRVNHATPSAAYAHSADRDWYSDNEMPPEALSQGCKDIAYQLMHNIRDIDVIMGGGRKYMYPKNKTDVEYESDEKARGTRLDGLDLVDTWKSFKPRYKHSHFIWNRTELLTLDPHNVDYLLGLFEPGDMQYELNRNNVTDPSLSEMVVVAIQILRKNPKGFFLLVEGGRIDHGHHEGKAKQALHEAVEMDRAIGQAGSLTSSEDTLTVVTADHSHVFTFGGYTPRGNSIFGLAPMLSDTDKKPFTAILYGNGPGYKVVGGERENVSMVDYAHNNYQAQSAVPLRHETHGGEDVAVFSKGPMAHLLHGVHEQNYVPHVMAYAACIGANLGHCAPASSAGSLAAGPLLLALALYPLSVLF
bIAP activator = increases bovine intestinal alkaline phosphatase activity. purified bovine IAP, CDP-star luminescence, 30 min; hits give high values; fold of DMSO-control signal, blank-subtracted. activation factor at 20 µM. hit rate 0.17% among 200,000;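 active = activation factor of 2 or more at 20 µM, a signal rise over negative controls twice the positive control's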
PPARg SRC3 recr = promotes SRC-3 coactivator recruitment by human PPARgamma. P37231. biochemical PPARgamma/SRC-3 coactivator recruitment assay. activation, % at 8 µM. hit rate 0.26% among 200,000. AID 731; in the data active = activation above about 23%;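 note: 0% = DMSO and 100% = reference agonist; some compounds past the cut are filed as inactive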
TNAP inh no acc = inhibitors of human TNAP without phosphate acceptor. purified TNAP, CDP-star luminescence, 30 min. inhibition, % at 20 µM. hit rate 0.26% among 200,000;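 active = tissue-nonspecific alkaline phosphatase inhibition above about 50% at 20 µM in the single-dose screen, limit read from the data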;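 note: 0% = DMSO negative control and 100% = EDTA positive control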
TNAP act hiacc = TNAP (human) activation, high acceptor; activation factor at 20 µM; P05186; 200,000 tested, under 10 active; AID 1136; purified TNAP, CDP-star luminescence, 1 M DEA, 30 min; hits give high values; 0 = EDTA background, 1 = DMSO-only activity;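 active = activation factor at least 2 at 20 µM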
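Control set: EDTA negative control, DMSO positive control / Assay system: human TNAP / Quantity: TNAP 1/800 final / Evaluation: TNAP activation factor scaled between EDTA and DMSO control wells / Measured by: luminescent substrate turnover signal / Compound dosing: one dose, 20 µM / Times: 30 min enzyme reaction at room temperature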
* marks the source's active call; other numbers are inactive results; . = no result given. Rows are unselected. Share with any hit: about 1.6%.

SMILES	Efa HMGR inh	SRC2 TRFRET art	bIAP inhibitor	PPARg SRC1 recr	PPARg SRC-2 ag	TNAP inh hiacc	bIAP activator	PPARg SRC3 recr	TNAP inh no acc	TNAP act hiacc
CCOC(=O)CC(C#N)c1cn(C)c2ccccc12 (stereo not drawn)	-0.8	1566	1.8	-0.9	-0.7	0.1	1	-1.1	-7.6	1
COCCN=C1Sc2nc3ccc(C)cc3cc2CN1Cc1ccco1	-4.6	1489	-9.9	-4.6	1.9	3.3	1.1	-6.3	-1.4	1
CN(C)C(=O)CSc1cnc2ccccc2n1	0.1	1547	-13.2	6.4	3.4	-2.8	1.1	3.0	-6.6	1
COCCCNC(=O)c1ccc(CNS(=O)(=O)c2ccc(NC(C)=O)cc2)cc1	3.4	1436	-0.9	-9.2	1.9	-2.5	1	-2.4	-11.1	1
COc1ccc(OC)c(/C=N/c2c(-c3ccc(O)c(OC)c3)nc3ccccn23)c1	-5.6	1698	14.1	2.2	1.7	14.4	0.9	7.7	10.5	0.9
COc1ccc(-c2nc(C#N)c(NCCCn3ccnc3)o2)cc1OC	-2.2	1544	2.8	6.2	0.1	-4.5	1	4.5	-6.7	1
S=C(c1ccc(-c2ccccc2Cl)o1)N1CCCCC1	-2.7	1494	4.8	-5.7	1.1	7.3	1	0.0	-10.9	0.9
Cc1ccc(C(=O)O)cc1N1C(=O)c2cccc3cc(Br)cc(c23)C1=O	-4.4	1719	0.7	11.7	9.1	-3.2	1	2.1	-3.7	1
COc1ccc2c(c1)CCCN2C(N)=O	-3.0	1679	-1.1	1.3	2.9	-1.5	1	-5.0	-10.2	1
O=C(CSc1cccc[n+]1[O-])N1CCCCCC1	-3.6	1445	-8.5	0.3	-4.7	-4.9	1.1	-0.6	-3.7	1
Cc1csc(NC(=O)C(F)(F)F)n1	-0.4	1594	12.1	-8.1	5.2	-6.1	0.9	-0.4	-10.8	1.1
CC(C)(C)CC(=O)NC(=S)Nc1ccccc1C(F)(F)F	-3.7	1565	-0.1	5.1	-4.8	-3.1	1	2.8	-3.6	1
COC(=O)c1ccc(NC2(C#N)C(=O)Nc3ccccc32)cc1 (stereo not drawn)	-2.3	1496	11.2	0.3	-4.0	-1.2	0.9	-15.6	-3.7	1
C/C(=N\NC(=O)c1ccc(F)cc1)c1ccc(N2CCOCC2)cc1	-1.1	1587	-0.5	4.3	-4.3	-4.7	1	2.5	-13.8	1
O=S(=O)(N/N=C/c1ccc2c(c1)OCCO2)c1ccccc1	0.7	1484	0.7	-0.1	-3.7	-7.4	1	1.0	-6.8	1.1
Cc1cc(C)c(C#N)c(Sc2nnnn2-c2ccccc2)n1	-6.7	1539	23.0	7.3	4.8	-4.8	0.8	5.2	-19.5	1
CNS(=O)(=O)c1ccc(NC(=O)c2cnn3c(C(F)F)cc(-c4ccccc4)nc23)cc1	0.9	1531	-1.2	6.0	3.6	1.1	1	-3.7	-13.1	1
C=CCN1CCN(Cc2cnc(Cl)s2)CC1	0.8	1548	7.7	-5.4	-6.4	-4.0	0.9	-5.3	-9.3	1
NC(=O)CSc1nc2cc([N+](=O)[O-])ccc2n1-c1cccc(C(F)(F)F)c1	-4.7	1623	11.6	8.9	5.2	-1.9	0.9	-2.5	-10.6	1
CCN(CC)c1ccc(NC(=O)c2cccc(C)c2OC)c(C)c1	1.7	1569	7.8	7.1	10.3	3.2	0.9	9.5	1.7	1
O=C(O)c1ccc(N2C(=O)c3cccc(Oc4ccc(Cl)cc4)c3C2=O)cc1	-1.8	1503	-2.6	0.6	0.1	-1.2	1	-0.4	-9.8	1
Cc1cc(C)cc(Oc2ncnc3c2ncn3Cc2c(Cl)cccc2Cl)c1	-1.9	1278	8.3	-1.7	-2.8	-3.8	0.9	-0.3	-12.7	1
CC(=O)N/C(=C\c1cccs1)C(=O)O	-9.0	1573	0.2	5.4	0.9	-2.9	1	0.9	4.1	1
O=C(/C=C/c1ccccc1[N+](=O)[O-])Nc1cccnc1	1.3	1689	12.3	0.8	-0.3	-0.3	0.9	-5.5	-16.6	1
Cc1ccc(-c2nn(C)c(=O)c3ccccc23)cc1CNC(=O)/C=C/c1ccccc1	4.2	1417	-10.3	-5.4	-1.2	-2.2	1.1	-13.3	6.0	1
O=C(c1cc(-c2ccc(O)cc2)on1)N1CCc2ccccc2C1	-8.2	1505	10.9	-0.4	6.6	-2.3	0.9	1.3	-9.3	1
COc1ccccc1-n1c(=O)c2c3c(sc2n2c(=S)[nH]nc12)CCC3	-2.5	1626	16.2	2.2	10.7	0.2	0.8	4.1	6.9	1
COc1ccc(OCC(=O)Nc2nnc(C)s2)cc1	-4.9	1706	6.8	3.3	-4.5	-0.2	0.9	-1.2	-12.3	1
CCOc1ccc2nc(NCCCNS(=O)(=O)c3ccccc3)c(C#N)cc2c1	1.9	1578	-15.7	4.4	0.4	-9.5	1.2	-5.0	-22.7	1.1
Cn1c2c(c(=O)[nH]c1=O)C(c1ccc(O)cc1)C1=C(N2)c2ccccc2C1=O (stereo not drawn)	0.1	1449	6.2	10.0	3.9	12.5	0.9	0.4	6.2	0.9
Cc1cccc(NC(=O)c2cc([N+](=O)[O-])ccc2NC2CCCCC2)c1	2.2	1835	0.8	6.6	11.2	2.8	1	2.6	-9.5	1
CCc1nnc(NC(=O)CSc2nnc(-c3ccccc3NC(=O)c3ccccc3)o2)s1	0.9	1473	3.7	2.6	0.5	3.5	1	-2.9	-4.5	1
COC(=O)c1ccc(OCc2nc(N)nc(N3CCOCC3)n2)cc1	-4.5	1574	3.2	0.1	-0.6	-1.4	1	3.2	-7.0	1
Cc1cc(C)nc(SCCc2ccncc2)n1	2.4	1419	6.3	-0.7	3.8	7.1	0.9	-6.4	1.5	0.9
COc1ccc(NC(=O)Nc2ccc3nc(C)c(C)nc3c2)cc1	-1.7	1284	7.9	-2.8	-5.0	-3.9	0.9	1.3	15.9	1
C1CC1Cc1noc(CN2CCN(CC3CC3)CC2)n1	-5.1	1432	8.8	-3.8	-0.7	0.5	0.9	2.5	-3.7	1
N#CCCN/N=C(\Cc1nc2ccccc2[nH]1)c1ccccc1	-4.2	1459	-2.3	-4.7	-0.3	0.0	1	2.9	-5.2	1
Cc1ccc(NCc2nnc(SCC(=O)c3ccccc3)n2Cc2ccco2)c(C)c1	-5.6	1510	7.4	-3.8	-4.5	2.3	0.9	0.2	-0.8	1
O=C(COC(=O)c1ccc(Cl)nc1)Nc1cc(S(=O)(=O)N2CCCCC2)ccc1Cl	-3.8	1599	-7.9	4.2	6.0	0.2	1.1	0.1	2.3	1
CCN(CC)CCn1c(NC(=O)c2ccc(Cl)cc2)nc2ccccc21	-3.5	4842*	-1.3	-4.7	153.1*	-0.9	1	1.1	-14.9	1
CCc1nnc(NC(=O)c2ccc(S(=O)(=O)N(C)c3ccccc3)cc2)o1	-0.5	1316	6.2	-7.0	-6.3	-1.1	0.9	2.4	-12.4	1
Cc1cc2nc3c(=O)n(C4CCCCC4)c(=O)[nH]c3nc2cc1N	-1.2	1295	-21.0	1.0	-2.5	13.3	1.2	-4.8	-3.4	0.9
Nn1c(SCC(=O)NCc2ccccc2)nncc1=O	-6.6	1551	36.5	0.7	5.8	-1.6	0.6	4.1	-20.0	1
COc1ccc(OC)c(-c2cc(C(=O)N3CCN(c4ccccc4)CC3)no2)c1	-0.2	1542	-5.7	0.0	-0.3	-3.2	1.1	2.9	-5.8	1
Cc1cc(Cl)ccc1OC(C)C(=O)NCCCn1ccnc1 (stereo not drawn)	-0.1	1523	-9.6	3.0	3.0	-4.6	1.1	-0.3	-7.8	1

Two entries from above, with values under each structure:
Below each compound: Efa HMGR inh	SRC2 TRFRET art	bIAP inhibitor	PPARg SRC1 recr	PPARg SRC-2 ag	TNAP inh hiacc	bIAP activator	PPARg SRC3 recr	TNAP inh no acc	TNAP act hiacc
> O=C(COC(=O)c1ccc(Cl)nc1)Nc1cc(S(=O)(=O)N2CCCCC2)ccc1Cl
    -3.8	1599	-7.9	4.2	6.0	0.2	1.1	0.1	2.3	1
> CCc1nnc(NC(=O)CSc2nnc(-c3ccccc3NC(=O)c3ccccc3)o2)s1
    0.9	1473	3.7	2.6	0.5	3.5	1	-2.9	-4.5	1

The listing continues.
SMILES	Efa HMGR inh	SRC2 TRFRET art	bIAP inhibitor	PPARg SRC1 recr	PPARg SRC-2 ag	TNAP inh hiacc	bIAP activator	PPARg SRC3 recr	TNAP inh no acc	TNAP act hiacc
CCCc1nc2c(nnn2Cc2ccccc2F)c(=O)[nH]1	2.7	1578	19.5	4.5	2.4	-7.5	0.8	-2.6	-6.5	1.1
O=C(Nc1ccccc1N1CCCCC1)c1cccc(F)c1	0.8	1493	30.6	3.3	1.6	0.1	0.7	4.5	-7.6	1
Cc1ccc(-n2nc(C)c3c2OC(N)=C(C#N)C3c2cccs2)cc1 (stereo not drawn)	-1.7	1504	2.2	-0.8	6.8	-3.6	1	5.5	0.8	1
Cc1c(C#N)c(O)n(C)c(=O)c1N=Nc1ccc(S(N)(=O)=O)cc1	-2.6	1683	.	8.6	3.0	32.2	0.4	6.7	20.6	0.7
CC(=O)NC(=S)Nc1sc2c(c1C#N)CCCCC2	0.1	1694	6.1	-5.3	-4.4	6.1	0.9	-1.5	14.5	0.9
CC(C)c1ccc(Nc2nc(CC(=O)O)cs2)cc1	2.0	1551	9.6	3.1	-1.8	-4.5	0.9	4.5	-12.1	1
CC(=O)N(C)c1ccc(NC(=S)NCC(C)C)cc1	-2.8	1500	-3.8	10.9	1.9	-2.2	1	4.7	-7.5	1
COCCCN(CC(=O)Nc1ccc(N2CCOCC2)cc1)S(=O)(=O)c1ccc(C)cc1	-8.6	1594	-23.8	1.0	1.9	-5.0	1.2	6.9	-14.4	1.1
O=C(CNc1ccc2ccccc2c1)N/N=C/c1ccc(OC(=O)/C=C/c2ccco2)cc1	-0.9	1632	.	8.3	12.1	-0.7	0.2	1.4	-8.3	1
O=c1c(Br)c(NCc2ccccc2)cnn1-c1ccc(F)cc1	-1.1	1481	9.9	-6.8	-6.0	-6.1	0.9	-3.8	-7.0	1.1
Cc1cc(NC(=O)CSc2nc3ccccc3c(=O)n2Cc2ccc(F)cc2)no1	-6.3	1537	11.0	1.6	1.6	-5.5	0.9	0.4	-11.4	1.1
N#Cc1ccc(-c2csc(NC3=NCCCCC3)n2)cc1	-2.7	1483	-2.1	-4.4	-1.1	-6.7	1	-1.0	-6.6	1.1
COc1ccc(C(=O)CSc2nnc(-c3ccccc3)o2)cc1	2.5	1646	5.2	5.0	0.8	-4.9	0.9	-0.6	-8.4	1
O=C(COC(=O)C1CC(O)CN1S(=O)(=O)c1ccc(Cl)cc1)c1cccc(Cl)c1 (stereo not drawn)	-2.8	1664	-1.0	3.7	11.4	-1.3	1	-1.7	1.7	1
CCOCCCNc1ccc(N2C(=O)C3CCCCC3C2=O)cc1[N+](=O)[O-] (stereo not drawn)	-3.8	1609	-5.6	0.5	-2.0	21.6	1.1	0.5	13.7	0.8
O=C(NCc1ccncc1)c1nc(-c2cccs2)no1	0.6	1429	-2.0	0.8	-6.9	-8.0	1	-3.8	-13.2	1.1
CCn1c(C(C)NC(=O)c2ccc(OC)c(OC)c2)nc2ccccc21 (stereo not drawn)	-5.1	1353	-3.8	-3.6	-14.4	-1.5	1	-1.9	-9.0	1
O=C(c1cccs1)N1N=C(c2ccccc2)CC1c1ccc(O)cc1 (stereo not drawn)	0.6	1693	-47.4	2.0	9.1	-2.7	1.5	1.7	-5.6	1
